High-throughput results from PubChem.
MsrA inh: inhibitors of bovine MsrA; purified bovine MsrA, absorbance read-out; inhibition, % at 15.5 µM; 360,000 tested, 0.75% active; in the data active means inhibition above about 4.5%;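 further: 0% = vehicle wells with enzyme and 100% = reference inhibitor wells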
TbMetRS inhib: blocks T. brucei methionyl-tRNA synthetase activity; purified T. brucei MetRS, ATP depletion, Kinase-Glo luminescence; 360,000 tested, 0.4% active; inhibition, % at 11.9 µM;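 active means inhibition above a per-plate cutoff of the control wells' mean inhibition plus 3 SD, cut at about 5.5% in these data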;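 further: 0% = DMSO wells median and 100% = median of wells with control inhibitor compound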
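Dosing: 11.9 µM compound single dose, 0.9% DMSO; Assay system: purified T. brucei MetRS enzyme; Measured by: Kinase-Glo luciferase luminescence reporting remaining unconsumed ATP; Schedule: 15 min plus 2 h at 25 °C.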
DNMT1 inh: blocks human DNA methyltransferase DNMT1; DNMT1 molecular beacon, Hinp1I cleavage, fluorescence; AID 588458; P26358; 360,000 tested, 0.83% active; inhibition (reported as % activation of signal), % at 10 µM; in the data active means inhibition above about 50%
Rpn11 inh: inhibitors of human proteasome Rpn11; human 26S proteasome, Ub4-pepOG fluorescence polarization; 20S core pre-blocked with epoxomicin; calls only at 20 µM; 360,000 tested, 0.59% active; AID 588493;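 active means inhibition at 20 µM, scaled to each plate's controls, above about 33%, limit read from the data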
Target sequence (O00487 whole entry, looked up): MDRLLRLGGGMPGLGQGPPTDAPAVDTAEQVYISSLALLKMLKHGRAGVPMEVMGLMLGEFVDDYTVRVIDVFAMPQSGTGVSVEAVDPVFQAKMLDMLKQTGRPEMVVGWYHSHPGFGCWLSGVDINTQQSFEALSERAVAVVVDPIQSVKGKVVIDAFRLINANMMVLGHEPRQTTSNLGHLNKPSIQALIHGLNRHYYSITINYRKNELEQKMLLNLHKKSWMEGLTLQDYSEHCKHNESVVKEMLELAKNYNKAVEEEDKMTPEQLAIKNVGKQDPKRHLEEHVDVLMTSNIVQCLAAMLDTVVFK
LMPTP inh: LMPTP (human) inhibition. AID 651560. P24666. recombinant LMPTP-A, OMFP fluorogenic substrate, fluorescence intensity. 360,000 tested, 0.22% active. inhibition, % at 20 µM;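 active means compounds that cut the enzyme signal by at least half of the control window in the single-dose screen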;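 further: plate controls were DMSO wells with enzyme plus substrate for no effect and substrate without enzyme for full effect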
Target sequence (P24666 whole entry, looked up): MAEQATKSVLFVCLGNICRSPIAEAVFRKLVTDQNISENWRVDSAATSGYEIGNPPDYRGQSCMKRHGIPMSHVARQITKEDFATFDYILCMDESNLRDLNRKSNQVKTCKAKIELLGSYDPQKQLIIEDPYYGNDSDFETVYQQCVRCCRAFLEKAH
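Assay system: LMPTP-A, protein tyrosine phosphatase of low molecular weight / Medium: pH 6.0 Bis-Tris buffer with DTT and Triton X-100 / Schedule: 50 min enzyme reaction at room temperature, protected from light / Measured by: endpoint fluorescence intensity from OMFP dephosphorylation / Read-out basis: % inhibition relative to no-enzyme and uninhibited control wells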
NadD inh: NadD (S. aureus) enzyme inhibition. purified NadD enzyme, colorimetric absorbance read-out. inhibition, % at 20 µM. 360,000 tested, 0.78% active; in the data active means inhibition above about 26%; further: some compounds past the cut are filed as inactive
CSN inh: CSN deneddylation inhibition | inhibition, % at 12.5 µM | Q92905 | AID 651999 | Purified CSN, SCF-Nedd8-OG deneddylation, fluorescence polarization | 360,000 tested, 0.38% active;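 active means pattern-corrected inhibition above about 35%, with an unprinted fluorescence ratio check between 0.5 and 1.5, limit read from the data, passing the limit was not always enough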;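 further: 0% = enzyme with substrate and 100% = substrate without enzyme; some results filed as inactive read as strong as hits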
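Assay system: Purified human Csn5 enzyme expressed in HEK293T cells | Amount: Enzyme 0.24 nM | Measured by: Fluorescence polarization readout | Medium: Tris/NaCl/DTT buffer, pH 7.5 | Compound dosing: One concentration, 12.5 µM, 0.25% DMSO | Times: 90 min incubation of compound, enzyme and substrate at room temperature | Control set: no-enzyme wells high, enzyme-with-substrate wells low | Read-out: % inhibition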
STEP inh: blocks human striatal-enriched tyrosine phosphatase | inhibition, % at 20 µM | recombinant STEP, OMFP fluorogenic substrate, fluorescence | P54829 | AID 588621 | 360,000 tested, 0.25% active;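 active means inhibition at 20 µM, scaled per plate between control wells, above about 37%, limit read from the data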;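 further: 0% = DMSO with enzyme and substrate and 100% = substrate only without enzyme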
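System: STEP phosphatase, cell-free reaction; Buffer or medium: Bis-Tris pH 6.0 buffer with DTT, detergent; Incubation: 20 min at room temperature, dark; Measured by: fluorescence, 480/540 nm.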
SUMO1 PPI mod: alters human SUMO1 binding to SIM partners; P63165; inhibition, % at 20 µM; 360,000 tested, 0.33% active; AID 602429; SUMO1 binding to a labelled peptide, TR-FRET, 1 h; in the data active means inhibition above about 37%
Target sequence (P63165 whole entry, looked up): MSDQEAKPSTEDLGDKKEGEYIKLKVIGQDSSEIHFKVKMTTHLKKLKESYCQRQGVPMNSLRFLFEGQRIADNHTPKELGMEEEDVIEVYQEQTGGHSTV
Scp1 inh: inhibitors of human Scp-1 phosphatase; Q9GZU7; Recombinant Scp1, phosphopeptide, malachite green phosphate absorbance; inhibition, % at 20 µM; 340,000 tested, 0.88% active; AID 493091;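 active means inhibition above about 50% at 20 µM, limit read from the data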;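 further: plate controls were DMSO wells with enzyme for no effect and wells lacking enzyme for full effect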
Target sequence (Q9GZU7 76-261 limits assumed): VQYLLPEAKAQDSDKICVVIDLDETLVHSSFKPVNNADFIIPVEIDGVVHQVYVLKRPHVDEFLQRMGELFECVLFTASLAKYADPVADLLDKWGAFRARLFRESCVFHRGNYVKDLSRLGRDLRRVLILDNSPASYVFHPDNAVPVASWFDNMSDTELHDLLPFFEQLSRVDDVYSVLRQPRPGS
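Times: enzyme reaction 45 min at room temperature, colour 5 min, stabilisation 30 min. Material: SCP-1 catalytic fragment, aa 76-261. Medium: Acidic Tris acetate buffer with magnesium and detergent. Signal: colorimetric free-phosphate detection, absorbance 630 nm. Read-out basis: % inhibition of SCP-1 phosphate liberation. Reagent: Phosphorylated 17-residue peptide substrate.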
* marks the source's active call; other numbers are inactive results; i = inactive; . = no result given.

SMILES	MsrA inh	TbMetRS inhib	DNMT1 inh	Rpn11 inh	LMPTP inh	NadD inh	CSN inh	STEP inh	SUMO1 PPI mod	Scp1 inh
CC(C)(C)NC(=O)C(c1cccs1)N(C(=O)C(=O)NC1CCCC1)c1ccccc1F (centres undefined)	-0.3	-1.0	2.8	i	0.5	0.6	0.3	-1.7	3.9	1.8
COCCNC(=O)c1cc(-c2cccnc2)nc2ccc(Br)cc12	1.7	-0.1	-2.9	i	0.2	-6.1	2.8	-1.8	-21.3	-13.4
Cn1c(=O)c2[nH]c(SCCN3CCOCC3)nc2n(C)c1=S	1.9	-0.4	0.2	i	11.9	4.6	-1.4	-0.8	2.7	33.5
Cn1c(Cc2cccs2)n[nH]c1=S	0.4	0.1	3.1	i	-5.3	-2.2	-1.1	2.3	0.9	-3.4
CCN(CC)CCN(Cc1cc2cccc(C)c2[nH]c1=O)C(=S)Nc1ccccc1	0.7	-1.1	1.0	i	-0.7	-2.9	3.6	4.0	2.4	4.0
CS(=O)(=O)Nc1cccc(-c2cnc3ccccc3n2)c1	2.3	-0.6	-1.6	i	3.8	-5.5	1.8	-1.3	-29.4	-2.5
O=C(O)c1ccc(N2C(=O)Nc3ccccc3N2O)cc1	-0.7	-1.1	0.7	i	-2.2	-9.2	3.6	-0.5	-1.2	2.2
Cn1c(=O)c2c(-c3ccccc3)n(Cc3cccnc3)cc2n(C)c1=O	0.3	-0.6	-0.9	i	-0.5	0.4	-1.8	-3.9	-1.6	-6.0
O=C(Nc1ccc2c(c1)CCC2)c1ccc(Cl)nc1	-0.1	-0.5	0.8	i	-1.2	-3.9	0.8	-1.4	3.6	2.0
COC(=O)CSc1ncc(S(=O)(=O)c2ccccc2)c(=O)[nH]1	0.7	-0.8	1.6	i	-3.4	0.5	-1.9	-2.1	28.0	1.4
O=C(CSc1n[nH]c(-c2ccccc2)n1)N1CCCC1	0.9	-0.2	1.8	i	-1.1	-1.3	0.7	0.6	-2.5	-3.0
Cc1cccc(CNC(=O)Nc2nnc([C@@H]3C[C@H](O)[C@@H](CO)O3)s2)c1	-0.9	0.2	-3.3	i	-1.5	1.2	-1.2	2.1	1.6	.
Cc1ccc(S(=O)(=O)N2CCOCC2)cc1C(=O)NCCCN1CCCC1=O	-1.0	-0.3	-2.1	i	-2.0	4.3	1.9	-1.1	-0.4	.
O=C(O)c1ccc(N=C2c3ccccc3-c3ccccc32)cc1	-0.5	0.1	12.8	i	-0.7	-2.3	-4.5	3.1	-25.1	-12.4
O=c1[nH]cc(S(=O)(=O)N2CCCc3ccccc32)c(=O)[nH]1	-0.4	-0.4	5.4	i	-2.3	-4.4	5.4	0.0	2.5	-0.4
CC(OC(=O)c1cc(=O)[nH]c2ccccc12)C(=O)NCc1ccccc1 (centres undefined)	3.0	-0.3	27.8	i	-0.1	-0.6	3.6	1.0	-5.9	-2.8
COCCNC(=O)C1(C)CCN(C(=O)c2ccc3ccccc3n2)C1 (centres undefined)	0.6	-0.4	2.6	i	0.6	1.4	0.4	-4.6	-7.7	.
Cn1c(=O)oc2cc(S(=O)(=O)N3CCC(C(=O)Nc4ccc(OC(F)(F)F)cc4)CC3)ccc21	-0.1	-0.8	18.2	i	-0.5	-8.1	-3.0	-2.9	-0.4	-2.7
Cc1onc(-c2c(Cl)cccc2Cl)c1C(N)=O	-0.9	0.7	9.4	i	-0.4	-3.7	-2.0	-19.9	0.5	-2.6
O=C(CCC1CCCC1)Nc1ccc(C(=O)NCc2cccnc2)cc1	-0.8	-1.1	0.5	i	0.0	-3.9	1.2	-2.2	-2.1	-1.7
Cc1ccc(NC(=O)NNC(=O)COc2ccc3ccccc3c2)cc1	0.2	-0.4	3.7	i	0.1	4.7	3.1	1.6	-1.1	3.5
Cc1ccc(C(=O)Cn2cnc3ccccc3c2=O)cc1C	-0.4	-1.8	-1.5	i	-1.1	-6.3	-6.4	-1.5	-4.3	-10.1
COc1ccc(NC(=O)CS(=O)(=O)Cc2ccccc2)c([N+](=O)[O-])c1	-0.7	-0.5	-2.3	i	-1.3	-6.2	1.2	-0.9	-29.6	2.3
C=CCC1(CC=C)CC(Cc2cnccn2)N(C(=O)OC(C)(C)C)C1 (centres undefined)	1.3	-0.3	4.5	i	-0.7	-4.3	-4.3	3.3	2.8	.
O=C(CCN1CCOCC1)c1ccc(N2CCCCC2)cc1	3.3	-0.2	-0.7	i	-2.1	0.1	2.4	-3.0	-5.7	0.6

Arranged by the number under NadD inh (rising): some entries from above
SMILES	MsrA inh	TbMetRS inhib	DNMT1 inh	Rpn11 inh	LMPTP inh	NadD inh	CSN inh	STEP inh	SUMO1 PPI mod	Scp1 inh
Cn1c(=O)oc2cc(S(=O)(=O)N3CCC(C(=O)Nc4ccc(OC(F)(F)F)cc4)CC3)ccc21	-0.1	-0.8	18.2	i	-0.5	-8.1	-3.0	-2.9	-0.4	-2.7
CS(=O)(=O)Nc1cccc(-c2cnc3ccccc3n2)c1	2.3	-0.6	-1.6	i	3.8	-5.5	1.8	-1.3	-29.4	-2.5
O=c1[nH]cc(S(=O)(=O)N2CCCc3ccccc32)c(=O)[nH]1	-0.4	-0.4	5.4	i	-2.3	-4.4	5.4	0.0	2.5	-0.4
O=C(O)c1ccc(N=C2c3ccccc3-c3ccccc32)cc1	-0.5	0.1	12.8	i	-0.7	-2.3	-4.5	3.1	-25.1	-12.4
CC(OC(=O)c1cc(=O)[nH]c2ccccc12)C(=O)NCc1ccccc1 (centres undefined)	3.0	-0.3	27.8	i	-0.1	-0.6	3.6	1.0	-5.9	-2.8
O=C(CCN1CCOCC1)c1ccc(N2CCCCC2)cc1	3.3	-0.2	-0.7	i	-2.1	0.1	2.4	-3.0	-5.7	0.6
Cn1c(=O)c2[nH]c(SCCN3CCOCC3)nc2n(C)c1=S	1.9	-0.4	0.2	i	11.9	4.6	-1.4	-0.8	2.7	33.5

Next entries.
SMILES	MsrA inh	TbMetRS inhib	DNMT1 inh	Rpn11 inh	LMPTP inh	NadD inh	CSN inh	STEP inh	SUMO1 PPI mod	Scp1 inh
O=C(NCCC1=CCCCC1)NC12CC3CC(CC(C3)C1)C2	1.0	-0.1	-2.7	i	1.1	5.4	2.7	1.6	-0.8	-12.1
COc1cc(CC(NC(C)=O)C(=O)NC2CCN(C(=O)Nc3ccc(C)cc3)CC2)cc(OC)c1 (centres undefined)	-0.5	-0.2	3.0	i	-1.1	-1.8	0.5	1.4	0.0	-9.8
Cc1cc(C)nc(SCCS(=O)Cc2ccc(Cl)cc2)n1 (centres undefined)	0.0	-0.6	-1.7	i	-2.0	0.6	-3.0	0.9	-2.5	1.0
CCCN1CNC(=S)N(c2ccccc2OCC)C1	0.4	-0.2	0.8	i	-1.9	-1.7	0.4	-0.9	1.8	-2.1
Cc1sc(NC(=O)CSc2nnnn2C)c(C#N)c1C	0.8	0.2	-1.1	i	-0.7	-4.9	-0.7	-1.1	-1.6	-10.6
Cc1cc(Br)ccc1NC(=O)CN1C(=O)C2C3CC(c4ccccc4)C(C3)C2C1=O (centres undefined)	-0.2	0.1	-5.5	i	1.6	5.0	-6.9	-2.5	-2.2	-20.8
CCOc1ncccc1C(=O)Nc1ccc(S(=O)(=O)NC2=NCCCCC2)cc1	0.1	-0.7	2.3	i	-0.9	-4.6	9.7	-2.2	2.8	-7.4
COc1ccc(CN2CCN(C3CCC3)CC2CCO)c(C)c1C (centres undefined)	0.9	0.0	-1.3	i	-1.8	-3.3	-1.2	-1.2	3.5	-9.6
COc1ccc(N(CC(=O)NCCC2=CCCCC2)S(C)(=O)=O)cc1	-0.1	-1.0	1.6	i	-0.5	-1.6	-4.5	4.9	1.6	-2.2
O=C(Cc1ccccc1)NCCc1cnc[nH]1	0.3	-0.5	-0.1	i	-0.6	-5.5	7.4	-0.4	3.8	-3.0
CCOC(=O)C1CCN(C2=NC(=O)/C(=C/c3ccccc3OC)S2)CC1	2.2	-0.3	-0.1	i	0.3	-3.3	1.8	-0.1	-24.1	2.2
Cc1cccc(C(=O)NCCCNC(=O)c2ccc(C)nc2)c1	1.3	-0.2	0.8	i	0.0	-14.6	6.0	-1.1	-6.7	-3.0
CC(C)=C1SC(N2CCCCC2)=NC1=O	-0.4	-1.0	4.1	i	0.8	8.4	-1.1	0.3	-3.7	-7.0
C#CCOCCOCCOCCNc1nc(N2CCN(C(=O)[C@H](CCC(=O)O)n3cc([C@@H](N)CCCCN)nn3)CC2)nc(N2CCN(C(=O)[C@H](CCC(=O)O)n3cc([C@@H](N)CCCCN)nn3)CC2)n1	0.4	0.0	3.3	i	-11.9	1.2	2.7	-3.0	-23.6	-0.1
Cc1cc(Cl)ccc1C(O)c1ncc(-c2cccc(C(F)(F)F)c2)[nH]1 (centres undefined)	0.4	-0.2	-6.4	i	2.2	4.4	-1.6	-1.2	0.6	.
COc1ccc(S(=O)(=O)Nc2cc3c4c(c2)CC(=O)N4CCC3)cc1OC	0.8	-0.3	-1.1	i	-0.6	-1.3	0.7	-2.9	0.5	.
